Compound activity deposited in PubChem by National Center for Advancing Translational Sciences (NCATS).
NIH3T3 tox – cytotoxic compounds in NIH 3T3 cells. NIH 3T3 viability, CellTiter-Glo ATP luminescence, 48-72 h. Potency, µM (titrated, usually from 96.7 µM), for inactives: top-dose activity change, negative = cytotoxicity, hits mostly inhibitors. 94,000 compounds, 4.3% hits. AID 1345082; note: potency is the fitted concentration of half-maximal effect; nearly all actives have a fitted effect of over 55% in size
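Viability of NIH 3T3 cells after 48 or 72 hr compound treatment at 37 °C was assessed by CellTiter-Glo, with luminescence imaged following a 10 min room-temperature step.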
SNCA viab count – cell viability loss counter-screen; 150,000 compounds, 0.12% hits; AID 1671193; Potency, µM (top dose mostly 57.1 µM), inactives show at the top dose activity change, negative = cytotoxicity, most hits filed as cytotoxic; HEK-293-SNCA-luc viability, GF-AFC fluorescence, 24 h;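 note: potency is the fitted concentration of half-maximal effect; 0% = DMSO-treated cells and -100% = medium-only wells without cells; nearly all actives have a fitted effect of over 30% in size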
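Cytotoxicity counterscreen: after 24 h compound treatment of genome-edited SNCA-luciferase HEK-293 cells, live-cell protease substrate GF-AFC read by fluorescence after 30 min; activity scaled between DMSO (0%) and medium-only (-100%), curves Hill-fitted.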
FLuc inh – blocks purified firefly luciferase enzyme activity; P08659; purified P. pyralis luciferase, luminescence, biochemical; Potency, µM (titrated, usually from 115 µM), without a hit: at the top dose activity change, negative = inhibition, hits mostly inhibitors; 76,000 compounds, 2.5% hits; note: potency is the fitted concentration of half-maximal effect; nearly all actives have a fitted effect of over 65% in size
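Luminescence read by CCD imager after adding enzyme (10nM final) to wells holding compound, titrated in qHTS. Substrates 10uM each D-luciferin and ATP; buffer 50mM Tris acetate pH 7.5, 10mM Mg acetate, Tween-20, BSA.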
GPT2 inhibitor – GPT2 alanine aminotransferase inhibition. Q8TD30. Recombinant GPT2, coupled pyruvate oxidase/HRP Amplex Red fluorescence. Potency, µM (doses to about 57.7 µM), without a hit: at the highest dose activity change, negative = inhibition, actives largely listed as inhibitors. 100,000 compounds, 0.25% hits. AID 1671188; note: potency is the fitted concentration of half-maximal effect; nearly all actives have a fitted effect of over 60% in size; many of its hits are not listed in these tables
Target sequence (Q8TD30 whole entry, looked up): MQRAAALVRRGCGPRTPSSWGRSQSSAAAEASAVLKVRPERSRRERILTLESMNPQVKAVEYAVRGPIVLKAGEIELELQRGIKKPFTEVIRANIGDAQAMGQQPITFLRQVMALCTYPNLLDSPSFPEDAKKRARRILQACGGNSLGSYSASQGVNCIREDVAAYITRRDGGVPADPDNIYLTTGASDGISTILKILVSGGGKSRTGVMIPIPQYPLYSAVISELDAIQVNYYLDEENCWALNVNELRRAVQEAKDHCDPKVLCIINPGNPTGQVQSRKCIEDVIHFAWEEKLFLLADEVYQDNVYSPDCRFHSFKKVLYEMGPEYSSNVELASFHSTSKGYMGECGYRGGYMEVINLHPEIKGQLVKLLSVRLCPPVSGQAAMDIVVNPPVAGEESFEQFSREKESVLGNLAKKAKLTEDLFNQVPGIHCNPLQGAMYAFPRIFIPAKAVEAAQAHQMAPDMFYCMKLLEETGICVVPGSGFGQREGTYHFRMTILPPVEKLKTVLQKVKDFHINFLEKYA
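Inhibition is scored from Amplex Red fluorescence generated when pyruvate oxidase and HRP act on pyruvate released by GPT2. Reactions contain 10ng/uL enzyme, 250uM a-KG and 2mM L-alanine and run 30 min at room temperature.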
SNCA expr inhib – inhibitors of alpha-synuclein (SNCA) gene expression. 140,000 compounds, 0.17% hits. Potency, µM (titrated, usually from 57.2 µM), for the others: at the highest dose activity change, negative = inhibition, most hits filed as inhibitors. HEK-293 SNCA-luciferase knock-in, luminescence, 24 h;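 note: potency is the fitted concentration of half-maximal effect; plate controls were DMSO cells for no effect and cell-free wells for full effect; nearly all actives have a fitted effect of over 45% in size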
HEK293 tox – kills HEK 293 cells. HEK 293 viability, ATP luminescence (CellTiter-Glo), 48-72 h. Potency, µM (highest dose often 115 µM), inactives show at the top dose activity change, negative = cytotoxicity, actives largely listed as inhibitors. 94,000 compounds, 6.6% hits. AID 1345083; note: potency is the fitted concentration of half-maximal effect; nearly all actives have a fitted effect of over 60% in size
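Luminescence from cellular ATP, measured with CellTiter-Glo, indicates HEK 293 viability. Cells plated at 250 cells/well are treated with compound for 48 or 72 hr at 37 degree Celsius before reagent addition.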
IP6K1 inhibitor – blocks human inositol hexakisphosphate kinase 1. IP6K1 kinase, ADP-Glo luminescence, 2 h; active compounds read low. activity change, % (series mostly up to about 58 µM). 140,000 compounds, 0.81% hits; in the data active = activity change below about -25%
Target sequence (Q92551 whole entry, looked up): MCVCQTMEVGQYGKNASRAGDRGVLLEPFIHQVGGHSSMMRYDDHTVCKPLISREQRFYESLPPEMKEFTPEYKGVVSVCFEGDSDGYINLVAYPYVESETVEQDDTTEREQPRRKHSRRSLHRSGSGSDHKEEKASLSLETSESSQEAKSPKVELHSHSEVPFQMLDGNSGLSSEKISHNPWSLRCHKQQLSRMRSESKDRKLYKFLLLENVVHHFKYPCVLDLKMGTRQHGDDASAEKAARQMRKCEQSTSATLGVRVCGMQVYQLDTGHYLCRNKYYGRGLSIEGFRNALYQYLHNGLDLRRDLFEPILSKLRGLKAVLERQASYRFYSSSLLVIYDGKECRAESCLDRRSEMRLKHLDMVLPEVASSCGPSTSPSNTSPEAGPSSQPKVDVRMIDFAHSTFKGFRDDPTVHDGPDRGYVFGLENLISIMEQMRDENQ
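ADP-Glo luminescence measures ADP made by human IP6K1 during a 2 h RT reaction with ATP/IP6 (mix at 1.3 mM/130 uM); top library doses 57.5 and 19.1 uM final.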
Active calls of the source: *; i = inactive; ? = inconclusive; · = no result given; [ ] = remark or other dose. Unless noted, calls come from the whole dose curve; as a rule, active = well fitted curve in the direction sought with a large enough effect; inconclusive = small, poorly fitted or top-dose-only effect, or another doubt; inactive = no such curve, though single readings can be large; an effect the other way counts as inactive or inconclusive. Unless noted, % is set by controls: 0 for no effect and ±100 for the full control effect. Some of the compounds tested. The share of hits here may be higher or lower than overall.

Fields – NIH3T3 tox | SNCA viab count | FLuc inh | GPT2 inhibitor | SNCA expr inhib | HEK293 tox | IP6K1 inhibitor
(1) COc1ccc(C(=O)NC2CCN(C(=O)c3cc4c(=O)[nH]c(C)cn4n3)CC2)cc1
    -8% | -10% | -17% | i | 2% | -26% | 0
(2) CCc1noc(CN(CC)C(=O)Cn2nc(C)n(Cc3ccccc3)c2=O)n1
    3% | 2% | 15% | -9% | -6% | -5% | 15
(3) CCN1c2cc(C(=O)NCCc3ccccc3)ccc2C(=O)N2CCCCC21 (stereo unspecified)
    ? | 6%[12.5 µM] | -16% | -5% | 16% | ? | -23
(4) COC1CCCN(C(=O)c2cc(COc3c(F)cccc3F)on2)C1 (stereo unspecified)
    -1% | 6% | -23% | i | 26% | i | 6
(5) CO[C@H]1C=CC=C(C)C(=O)NC2=CC(=O)C(NCCN(C)C)=C(C[C@@H](C)C[C@H](OC)[C@@H](O)[C@@H](C)C=C(C)[C@@H]1OC(N)=O)C2=O
    · | ? | · | 31µM* | 0.054µM* | · | ·
(6) COCC1CCN(C(=O)c2ccc3oc(-c4ccc(C(F)(F)F)cc4)nc3c2)C1 (stereo unspecified)
    -33% | 4% | -9% | -76% | 1% | ? | 1
(7) CN1CC(=O)N(c2ccccc2)Cc2c(NCCc3ccc(Cl)cc3)ncnc21
    ? | -5% | 7% | 5% | -17% | ? | -1
(8) O=C(NCCc1ccccc1)NC1CCc2nnc(C3CC3)n2CC1 (stereo unspecified)
    0% | 3% | 4% | i | -3% | i | 3
(9) C[C@@H]1CN(C(=O)c2ccc(Cn3cccn3)o2)CC[C@]1(C)O
    -4% | -6% | 1% | 4% | 10% | -10% | 19
(10) O=C(CCC[C@@H]1[C@H]2CCCN3CCC[C@@H](CN1C(=O)c1cccnc1)[C@@H]23)NCCCN1CCCC1=O
    -1% | 6% | 9% | -9% | 3% | -3% | -5

Pulled by compound from above, five records:
Fields – NIH3T3 tox | SNCA viab count | FLuc inh | GPT2 inhibitor | SNCA expr inhib | HEK293 tox | IP6K1 inhibitor
(1) COc1ccc(C(=O)NC2CCN(C(=O)c3cc4c(=O)[nH]c(C)cn4n3)CC2)cc1
    -8% | -10% | -17% | i | 2% | -26% | 0
(6) COCC1CCN(C(=O)c2ccc3oc(-c4ccc(C(F)(F)F)cc4)nc3c2)C1 (stereo unspecified)
    -33% | 4% | -9% | -76% | 1% | ? | 1
(3) CCN1c2cc(C(=O)NCCc3ccccc3)ccc2C(=O)N2CCCCC21 (stereo unspecified)
    ? | 6%[12.5 µM] | -16% | -5% | 16% | ? | -23
(5) CO[C@H]1C=CC=C(C)C(=O)NC2=CC(=O)C(NCCN(C)C)=C(C[C@@H](C)C[C@H](OC)[C@@H](O)[C@@H](C)C=C(C)[C@@H]1OC(N)=O)C2=O
    · | ? | · | 31µM* | 0.054µM* | · | ·
(8) O=C(NCCc1ccccc1)NC1CCc2nnc(C3CC3)n2CC1 (stereo unspecified)
    0% | 3% | 4% | i | -3% | i | 3

New compounds follow
Fields – NIH3T3 tox | SNCA viab count | FLuc inh | GPT2 inhibitor | SNCA expr inhib | HEK293 tox | IP6K1 inhibitor
(11) Cc1ccc(NC(=O)CN2C(=O)NC3(CCCCC3)C2=O)cc1C
    ? | -8% | 0% | i | -10% | ? | 2
(12) CC(C)CNC(=O)C1N(C(C)C)C(=O)C12CCCC2 (stereo unspecified)
    -3% | -1% | 2% | i | 18% | 0% | 2
(13) Cc1cc(C(=O)N2CCCCCCNC(=O)[C@@H]3C[C@@H](c4nc(Cc5ccccc5)no4)C[C@@H]32)nn1C
    -32% | 2% | -6% | 2% | 31%[activator] | -10% | 9
(14) CC(C)Oc1ccc2c(NC(=O)[C@H]3CCCO3)nn(CC(F)(F)F)c2c1
    -25% | 1% | 2% | i[11.5 µM] | -2% | -24% | 9
(15) CCN(CC)C(=O)[C@@H]1CCC[C@@H](NCc2cccc3c2OCO3)CN(C)C(=O)C1
    -2%[138 µM] | -10%[87.6 µM] | 4%[172 µM] | -8%[88.5 µM] | -7%[87.6 µM] | i | 16
(16) CC(C)C(=O)N[C@H]1[C@H](O)[C@H](O)C[C@@H]1c1ccc(N2CCOCC2)nc1
    0%[174 µM] | 0%[87.6 µM] | -16%[172 µM] | -28%[88.5 µM] | 47%[activator][87.6 µM] | i | 0
(17) COc1ccc(Nc2ccnc(N3CCC(NC(C)=O)CC3)n2)cc1
    -20% | -13%[12.5 µM] | · | -1% | ? | -9% | -3
(18) CCOC(=O)c1ccc(NC(=O)CCn2ccn3nc4c(c3c2=O)CCCC4)cc1
    -25% | -16% | -7% | i | -18% | -22% | 37
(19) O=C(N1CCOCC1)N1CCCCC1c1nnc2n1CCNC2 (stereo unspecified)
    5% | 4% | · | i | 7% | i | 13
(20) CC(NC(=O)NC1CCN(Cc2ccc(-c3ccsc3)cc2)C1)c1ccccc1 (stereo unspecified)
    -23% | 10% | · | -2% | -9% | -2% | -2
(21) N[S+](=O)([O-])c1ccc2c(c1)OCCN(Cc1ccccc1Cl)C2
    -28%[138 µM] | 3%[87.6 µM] | 8%[172 µM] | i | -14%[87.6 µM] | ? | -9
(22) COC(=O)c1c(SC)nc2ccccc2c1OCc1ccc(Cl)cc1
    · | -2% | · | · | -2% | · | -1
(23) Cc1ccc(C)c(C(=O)Nc2ccc3c(N4CCCC4)ncnc3c2)c1
    ? | ? | -3% | i | ? | ? | 5
(24) CN(C)C(=O)c1nc(-c2ccccc2)c2ccccn12
    ? | 5%[87.6 µM] | -10%[172 µM] | -21%[88.5 µM] | 36%[activator][87.6 µM] | ? | 21
(25) COc1ccc2c(c1)OCC(C(=O)N(C)Cc1nccn1Cc1ccccc1)C2 (stereo unspecified)
    ? | -7% | 13% | 5%[11.5 µM] | 7% | ? | -10
(26) COc1ccc(CCc2nc3nccc(-c4cccs4)n3n2)cc1
    ? | 2% | -12% | ? | 40%[activator] | ? | 2
(27) COc1ccc(C(=O)NCC(c2ccc(N(C)C)cc2)N2CCCC2)c(OC)c1 (stereo unspecified)
    · | -22% | · | · | 0% | · | -4
(28) CCCN1CCC2(CCN(C(=O)c3ccc(Cl)cc3)CC2)Oc2ccccc21
    ? | -12% | 7% | 1% | -8% | ? | -7
(29) Cc1cnc(C2CCC2)n1CC1CCCN(C(=O)CC2CCCCC2)C1 (stereo unspecified)
    ? | -23% | · | i | -4% | ? | -5
(30) Cc1cc(OCCN2CCOCC2)c(C)c2c1CC[C@@H]([C@H](C)C(=O)NCc1cccnc1)C2
    ? | -3% | -5% | 4% | 11% | ? | 9
(31) CS(=O)(=O)N1CCC(NC(=O)c2[nH]ncc2NC(=O)c2c(Cl)cccc2Cl)CC1
    · | ? | · | -30% | · | · | -4
(32) CCCCNc1nc2c(S(=O)(=O)c3ccc(C)cc3)nnn2c2ccsc12
    · | 13% | · | · | 32% | · | -16
(33) CCOC(=O)c1nnn(CC(=O)NC(=O)Nc2ccccc2F)c1C(=O)OCC
    · | 11% | · | · | 7% | · | -7
(34) O=C(Nc1ccc(F)c(Cl)c1)N1CCC(Oc2ncccc2C(=O)N2CCOCC2)C1 (stereo unspecified)
    -2% | 2% | -6% | 2% | ? | -2% | 20
(35) O=C(COc1ccc(F)cc1)N1CCC(c2nc(CCOCC3CC3)no2)C1 (stereo unspecified)
    -26% | -8%[12.5 µM] | 8% | i | 0% | -20% | 17
(36) NC(=O)c1cc[nH]c1C1CCCN(S(=O)(=O)c2ccc3c(c2)CCC3)C1 (stereo unspecified)
    ? | -5%[12.5 µM] | 0% | -5% | -6% | ? | 14
(37) CC(C)NC(=O)C1CCCN(c2nc3ncccc3o2)C1 (stereo unspecified)
    i | 15%[87.6 µM] | -4%[172 µM] | -9%[88.5 µM] | 41%[activator][87.6 µM] | 2%[172 µM] | -2
(38) Cc1ccccc1Cn1c2ccccc2c2cnn(CC(=O)N3CCC(C)CC3)c(=O)c21
    · | -15% | · | · | -16% | · | -12
(39) NCCc1cccc(CN2CCC(Oc3cccc(F)c3)CC2)c1
    ? | -14% | 8% | -7% | 1% | ? | -8
(40) CCOc1ccc(CCNC(=O)c2ccc3c(c2)N(Cc2ccc(C)cc2)CCS3)cc1
    · | -6% | · | · | 11% | · | 0
(41) COc1ccc(S(=O)(=O)N(CCc2ccccc2)CC(=O)Nc2cc(C)cc(C)c2)cc1OC
    · | -12% | · | · | ? | · | 2
(42) COc1ccc(C(=O)N(c2ccc(C)cc2)S(=O)(=O)c2ccc(C)cc2)cc1
    · | ? | · | · | ? | · | 0
(43) Cc1nn(C)c(C)c1S(=O)(=O)N1CCCC(Cc2nncn2C(C)C)C1 (stereo unspecified)
    -15% | 1% | 3% | i | 0% | 1% | -3
(44) Cc1ccc(C)c(NC(=O)N2CCN(c3nnc(C)c4c(C)n(-c5ccccc5)nc34)CC2)c1
    · | -8% | · | · | -14% | · | 11
(45) CC(=O)Nc1ccc(OCC(=O)NCc2ccccc2F)nc1
    -19% | 5% | -5% | i | 2% | 1% | -6
(46) O=C(CSc1ncc(-c2ccccc2)[nH]1)Nc1cccc(Br)c1
    · | 8% | · | · | 9% | · | -14
(47) Cc1ccc(N(CC(=O)NCc2ccc(F)cc2)S(=O)(=O)c2c(C)nn(C)c2C)cc1
    · | 10% | · | · | -25% | · | -2
(48) O=C(C1CC=CC1)N1C[C@@H](COCC2CC2)[C@H](c2ccncc2)C1
    -21% | -17% | 4% | i | -1% | -4% | -13
(49) CC(C)c1nnc(C2CN(C(=O)C3(c4ccccc4)CC3)CC23CCOCC3)o1 (stereo unspecified)
    4% | -1% | -1% | i | 13% | -1% | 12
(50) CNS(=O)(=O)c1ccc(CN2CCCC3(C2)CN(C)C(=O)O3)cc1 (stereo unspecified)
    -8% | 5% | 4% | ? | 2% | -6% | -3
(51) CN1CCN(c2nc3c(c(=O)[nH]2)CCN(CC2CCCCC2)CC3)CC1
    -2% | -9% | 15% | i | -25% | 6% | 5
(52) CCCCOC(=O)c1ccc(Nc2ncnc3[nH]ncc23)cc1
    · | -1% | · | · | 35%[activator] | · | 13
(53) CCOC(=O)C1CCCN(C(=O)Cn2ncc3c4ccccc4n(Cc4ccccc4)c3c2=O)C1 (stereo unspecified)
    · | -2% | · | · | 4% | · | 5
(54) Cc1cccc(NC(=O)N2CCC3(CC2)C(=O)N(c2cccc(F)c2)C3c2ccccc2)c1 (stereo unspecified)
    -29% | -9% | · | -11% | 0% | -18% | -2
(55) O=C(CN1CCSc2ccccc21)N1CCN(c2ccc(F)cc2)CC1
    · | 0% | · | · | 27% | · | 20
(56) COc1ccc(Br)cc1CN1C(=O)c2ccccc2C1C(=O)NC1CCCCCC1 (stereo unspecified)
    · | 8% | · | · | 34%[activator] | · | -9
(57) CCN(CC)CCCNC(=O)CN1N=C(c2ccc(OC)cc2)CCC1=O
    · | 14% | · | · | 40%[activator] | · | -7
(58) CC(C)C(=O)Nc1ccc(C2(C(=O)N(C)C)CCC2)cc1
    i | -5% | 5% | 1% | 11% | 3% | 11
